Source: PubChem BioAssay (The Scripps Research Institute Molecular Screening Center)
CHO-K1 Ca PAM = counter-screen for M1 PAMs: effect in parental CHO-K1 cells | ATP EC20, Fluo-8 calcium fluorescence; 0% at ATP EC20, 100% at ATP max | activation, % at 3 µM | AID 602247 | actives 0.02% (n = 360,000);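 active means activation above the run cutoff, the mean activation of all test compounds plus 3 SD, cut at about 40% in these data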;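 further: peak over basal fluorescence ratio in a 140 s read after ATP addition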
TAAR1 ag = agonists of human TAAR1 | actives 0.99% (n = 360,000) | Q96RJ0 | CHO RD-HGA16 TAAR1, Fluo-8 calcium fluorescence; vehicle wells 0%, saturating PEA agonist 100% | activation, % at 3 µM;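 active means activation above the mean activation of all test compounds in the run plus 3 SD, cut at about 38% in these data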
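test system = CHO RD-HGA16 cells carrying human TAAR1 plus Gα16 | schedule = 17-24 h seeding, 75 min 37 °C dye, 30 min RT | compound dosing = 3 µM single concentration | control set = DMSO and PEA EC100 | replicates = n 1 | signal = Fluo-8 fluorescence, 5 s baseline then 140 s kinetic read | measure = percent activation vs PEA EC100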
CHO-K1 Ca antag = counter-screen for M1 antagonists: effect in parental CHO-K1 cells. ATP-induced calcium, Fluo-8 fluorescence. inhibition, % at 3 µM. actives 0.6% (n = 360,000);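 active means inhibition above a per-plate cutoff, the plate's mean sample inhibition plus 3 SD, cut at about 24% in these data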;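 further: 0% = DMSO plus EC80 ATP and 100% = DMSO alone without ATP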
CHRM1 antagonist = antagonists of human M1 muscarinic receptor; AID 588852; P11229; actives 1.3% (n = 360,000); inhibition, % at 3 µM; CHO-K1 hM1, Fluo-8 calcium fluorescence, ACh EC80 antagonist;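 active means percent inhibition above its own plate's cutoff, namely the mean of that plate's compound wells plus 3 SD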;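 further: peak over basal fluorescence ratio during 140 s after agonist addition; 0% = ACh EC80 plus DMSO and 100% = DMSO alone without agonist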
Target sequence (P11229 whole entry, looked up): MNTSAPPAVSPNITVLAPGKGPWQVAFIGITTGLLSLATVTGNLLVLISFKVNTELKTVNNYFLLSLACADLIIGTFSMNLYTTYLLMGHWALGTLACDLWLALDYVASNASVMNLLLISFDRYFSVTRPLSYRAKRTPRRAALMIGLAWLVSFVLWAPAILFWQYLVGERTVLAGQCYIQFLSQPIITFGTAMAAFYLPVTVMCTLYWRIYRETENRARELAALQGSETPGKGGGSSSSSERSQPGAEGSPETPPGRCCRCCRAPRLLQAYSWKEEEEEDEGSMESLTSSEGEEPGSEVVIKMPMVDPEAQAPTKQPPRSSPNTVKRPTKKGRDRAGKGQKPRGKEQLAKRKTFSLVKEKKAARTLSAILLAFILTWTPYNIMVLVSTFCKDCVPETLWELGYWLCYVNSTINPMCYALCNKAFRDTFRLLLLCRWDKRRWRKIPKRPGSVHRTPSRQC
TAAR1 antag = human TAAR1 antagonism | inhibition, % at 3 µM | actives 1.5% (n = 360,000) | CHO RD-HGA16 TAAR1, Fluo-8 calcium fluorescence, antagonist | AID 624466;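 active means inhibition above a per-plate cutoff, the mean inhibition of test compounds on that plate plus 3 SD, cut at about 49% in these data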;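 further: 0% = DMSO plus EC80 beta-PEA response and 100% = DMSO alone without agonist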
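Material: RD-HGA16 CHO cells with stable hTAAR1 and Gα16; Dosing: single nominal final test compound concentration of 3 µM; Schedule: seeding 17-24 h prior, 75-min 37 °C, 30-min RT dye loading; Detection: kinetic Fluo-8 calcium fluorescence measurement; Measure: % inhibition from peak post-agonist over basal fluorescence ratio; Benchmarks: vehicle and agonist controls.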
CHO parental Ca = counter-screen for OX1R antagonists: effect in parental CHO cells | parental CHO-K1, ATP-induced calcium, Fluo-8 fluorescence | inhibition, % at 5.6 µM | actives 0.63% (n = 330,000);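 active means inhibition above that plate's mean sample inhibition plus 3 SD, cut at about 26% in these data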;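 further: 0% = ATP-challenged DMSO wells and 100% = DMSO wells without ATP; some compounds past the cut are filed as inactive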
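Material: Parental CHO cells | Reagent: ATP | Compound dosing: Single nominal dose of 5.6 µM per compound | Detection: Intracellular calcium via Fluo-8 no-wash fluorescent dye | Read-out: % inhibition of ATP-induced calcium mobilization | Benchmarks: Low control ATP plus DMSO, high control DMSO only | Replicates: Singlicate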
CHRM1 PAM = positive allosteric modulators of human M1 muscarinic receptor; P11229; CHO-K1 hM1, Fluo-8 calcium fluorescence, ACh EC20; 0% = ACh EC20, 100% = maximal ACh; actives 0.088% (n = 360,000); activation, % at 3 µM; AID 588819; in the data active means activation above about 19%, passing the limit was not always enough
CHRM1 agonist = activates human CHRM1 receptor; actives 0.33% (n = 360,000); P11229; CHO-K1 hM1, Fluo-8 calcium fluorescence, agonist mode; 0% DMSO, 100% acetylcholine EC100; activation, % at 3 µM;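 active means activation above the run's mean compound activation plus 3 SD, cut at about 16% in these data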;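 further: peak over basal fluorescence ratio within a 140 s kinetic read after compound addition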
CHO-K1 Ca ag = nonselective activator or artifact in parental CHO-K1 cells | Fluo-8 calcium fluorescence; scaled to maximal ATP response, vehicle zero | activation, % at 3 µM | actives 0.48% (n = 360,000); in the data active means activation above about 15%;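 further: untransfected CHO-K1 host cells lacking M1 receptor as counterscreen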
* marks the source's active call; other numbers are inactive results; / = not tested or not shown. This is a random part of the collection (roughly 4.4% active in at least one column).

SMILES	CHO-K1 Ca PAM	TAAR1 ag	CHO-K1 Ca antag	CHRM1 antagonist	TAAR1 antag	CHO parental Ca	CHRM1 PAM	CHRM1 agonist	CHO-K1 Ca ag
COc1ccc([C@@H]2C[C@H]3[C@@H](CN2S(=O)(=O)c2ccccc2)C(=O)C[C@@H](c2ccc(C)cc2)N3S(=O)(=O)c2ccc(C)cc2)cc1	-10	0	-4	2	-13	/	2	-2	0.0
O=C(CSc1nnc2c(n1)[nH]c1ccccc12)N1CCCCC1	20	-1	-10	-11	9	4	15	-6	0.5
CCOC(=O)CC(=O)CSc1ncnc2c1cnn2-c1ccccc1	18	0	-14	-4	4	-14	5	-3	2.8
Cc1ccc(CN2CCN(/N=C/c3ccco3)CC2)c(C)c1	14	1	-5	-2	-10	-4	4	-5	0.2
CC(C)Cc1nc2oc3c(=O)[nH]cnc3c2c2c1CCC2	-5	0	0	-7	-10	-6	6	0	0.2
CC1(C)Cc2c(cnn2-c2ccc(F)cc2)C(NC(=O)CN2CCCCC2=O)C1 (stereo not given)	1	0	-11	-4	-19	-22	1	-4	0.4
C/C(CC(=O)Nc1ccccc1[N+](=O)[O-])=N\NC(=O)COc1ccccc1C	19	3	-12	-20	-16	-14	12	0	0.8
Cc1cccc(C(=O)NCC(=O)N(C)CC(=O)Nc2ccc(N3CCOCC3)cc2)c1	12	12	-8	-14	-30	-4	6	-3	1.5
Cc1ccc(-n2nc(C)c3c(C)c(CCC(=O)O)c(C)nc32)cc1C	1	-1	-4	6	-11	-12	-6	-4	0.2
COc1ccc(CNC(=O)c2cccnc2SC)cc1OC	2	1	-11	-5	13	-5	4	-5	-0.1
COc1ccc(CC(=O)Nc2ccc(S(=O)(=O)Nc3cc(C)on3)cc2)cc1	14	0	-23	-17	-3	-14	13	-3	0.9
COCCc1ccc(OC2(C)CCN(Cc3cccn3-c3nccs3)C2)cc1 (stereo not given)	13	4	-11	17	-11	/	-12	-7	1.7
CC(=O)Nc1ccc(NCC(=O)c2ccccc2)cc1	7	0	-15	6	-6	-3	-1	-8	1.2
COc1cc(OC)cc(C(=O)Nc2cccc3c2CCCC3)c1	8	28	3	-9	-1	8	9	-5	-0.1
C=CCNc1nc(NC(C)(C)CO)nc(OC)n1	12	10	-10	4	3	-13	-1	-2	-0.3
Cc1ccc(NS(=O)(=O)c2ccc(Cl)c(C(=O)O)c2)cc1S(=O)(=O)N1CCOCC1	19	2	-7	-7	-3	-9	9	-4	0.1
CSc1sc(C(=O)N2CCCCC2)c(-c2cccs2)c1C#N	-3	4	-2	-4	-1	-15	3	-6	-0.1
Cc1cccc(C)c1NC(=O)C1(C)CCC(=O)N1C1CCN(Cc2ccccc2)CC1 (stereo not given)	10	1	5	7	-16	/	-2	-6	0.3
CCOc1ncccc1C(=O)NCC1COc2ccccc2O1 (stereo not given)	17	2	4	3	-3	-24	4	-4	0.3
COc1ccccc1CNC(=O)COC(=O)c1cnccn1	15	3	-7	-12	-4	1	8	-4	0.6
Cc1ccc(Oc2ccc(Cl)cc2NC(=O)c2cnccn2)cc1	23	2	-6	-18	-1	-7	8	-4	0.3
CC(C)(CC(=O)O)CC(=O)Nc1ccc2c(c1)ncn2CCc1ccccc1	5	0	-6	-6	-16	3	12	-2	-0.1
CCc1nc2ccc(C(=O)NCc3ccc(OC)cc3)cn2c1N(CC)CCOC	2	0	11	-7	-15	/	1	-9	0.3
COc1ccccc1S(=O)(=O)Cc1ccc(C(=O)NC2CCCCC2)o1	-1	2	8	8	2	-12	5	-3	0.5

A second format for some results above:
Compound: COc1ccccc1S(=O)(=O)Cc1ccc(C(=O)NC2CCCCC2)o1
  CHO-K1 Ca PAM: -1
  TAAR1 ag: 2
  CHO-K1 Ca antag: 8
  CHRM1 antagonist: 8
  TAAR1 antag: 2
  CHO parental Ca: -12
  CHRM1 PAM: 5
  CHRM1 agonist: -3
  CHO-K1 Ca ag: 0.5
Compound: CCc1nc2ccc(C(=O)NCc3ccc(OC)cc3)cn2c1N(CC)CCOC
  CHO-K1 Ca PAM: 2
  TAAR1 ag: 0
  CHO-K1 Ca antag: 11
  CHRM1 antagonist: -7
  TAAR1 antag: -15
  CHO parental Ca: /
  CHRM1 PAM: 1
  CHRM1 agonist: -9
  CHO-K1 Ca ag: 0.3
Compound: CC(C)(CC(=O)O)CC(=O)Nc1ccc2c(c1)ncn2CCc1ccccc1
  CHO-K1 Ca PAM: 5
  TAAR1 ag: 0
  CHO-K1 Ca antag: -6
  CHRM1 antagonist: -6
  TAAR1 antag: -16
  CHO parental Ca: 3
  CHRM1 PAM: 12
  CHRM1 agonist: -2
  CHO-K1 Ca ag: -0.1
Compound: Cc1ccc(Oc2ccc(Cl)cc2NC(=O)c2cnccn2)cc1
  CHO-K1 Ca PAM: 23
  TAAR1 ag: 2
  CHO-K1 Ca antag: -6
  CHRM1 antagonist: -18
  TAAR1 antag: -1
  CHO parental Ca: -7
  CHRM1 PAM: 8
  CHRM1 agonist: -4
  CHO-K1 Ca ag: 0.3

Five entries out of the list, arranged by length of the SMILES, highest first.
SMILES	CHO-K1 Ca PAM	TAAR1 ag	CHO-K1 Ca antag	CHRM1 antagonist	TAAR1 antag	CHO parental Ca	CHRM1 PAM	CHRM1 agonist	CHO-K1 Ca ag
CC(C)(CC(=O)O)CC(=O)Nc1ccc2c(c1)ncn2CCc1ccccc1	5	0	-6	-6	-16	3	12	-2	-0.1
CCc1nc2ccc(C(=O)NCc3ccc(OC)cc3)cn2c1N(CC)CCOC	2	0	11	-7	-15	/	1	-9	0.3
COc1ccccc1S(=O)(=O)Cc1ccc(C(=O)NC2CCCCC2)o1	-1	2	8	8	2	-12	5	-3	0.5
CSc1sc(C(=O)N2CCCCC2)c(-c2cccs2)c1C#N	-3	4	-2	-4	-1	-15	3	-6	-0.1
COc1ccccc1CNC(=O)COC(=O)c1cnccn1	15	3	-7	-12	-4	1	8	-4	0.6
